High-throughput results deposited in PubChem by several laboratories.
TRPM1 prom inh: inhibitors of MITF-dependent TRPM1 promoter reporter, primary screen, cell-based, SK-MEL-5, single point, luciferase; AID 488899, 2010; hit rate 0.83% among 330,000; SK-MEL-5 TRPM1 promoter luciferase, 24 h; inhibition, % at 12.5 µM;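 active = mean inhibition across replicates of 60% or more, whatever share of single replicates reaches that level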; also: values of inactives mirror those of a sister screen read the other way
HIF-2a block: HIF-2a reporter inhibitors, primary screen, luminescence, 786-0 RCC cells. AID 624352, 2012. inhibition, % at 18.8 µM. hit rate 0.72% among 360,000. 786-0 RCC cells HIF-2a reporter, luciferase luminescence, overnight;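 active = inhibition of the luminescence signal of 40% or more relative to plate controls, in a single-dose primary screen at 18.75 µM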
Peg3 promoter: Peg3 promoter-driven luciferase inhibitors, primary screen, cell-based, HeLa, luciferase luminescence | inhibition, % at 20 µM | AID 588405, 2011 | hit rate 1.7% among 360,000 | HeLa PEG-Prom luciferase reporter, overnight;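 active = inhibition of at least 50% at 20 µM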
NR2E3 ag-1: NR2E3 agonists in two-hybrid cells, primary screen, cell-based, luminescence, CHO-S, Gal4-NCOR/VP16-NR2E3; hit rate 0.35% among 360,000; AID 602229, 2012; luciferase; inhibition of corepressor binding, % at 3.98 µM;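 active = inhibition above the mean of all tested compounds plus 3 SD, cut at about 70% in these data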;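 also: 0% = DMSO with NR2E3 transfected cells and 100% = cells lacking NR2E3 construct; higher means lower luciferase signal from less NR2E3 corepressor binding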
Target sequence (Q9Y5X4 whole entry, looked up, the tested form may be a part): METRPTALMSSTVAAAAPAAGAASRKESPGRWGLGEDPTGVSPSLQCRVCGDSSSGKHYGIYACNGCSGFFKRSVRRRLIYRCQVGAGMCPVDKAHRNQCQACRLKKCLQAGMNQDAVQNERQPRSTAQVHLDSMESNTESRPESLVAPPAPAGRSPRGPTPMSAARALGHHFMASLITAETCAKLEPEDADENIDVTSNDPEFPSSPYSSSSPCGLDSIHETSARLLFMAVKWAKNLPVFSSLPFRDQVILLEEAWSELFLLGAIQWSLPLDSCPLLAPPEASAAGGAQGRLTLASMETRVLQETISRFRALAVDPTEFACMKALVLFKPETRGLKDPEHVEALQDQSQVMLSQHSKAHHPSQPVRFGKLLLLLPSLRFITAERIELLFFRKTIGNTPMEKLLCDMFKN
KKLEB cytotox: cytotoxicity in KKLEB CF airway cells, primary screen, cytotoxicity control for CF NF-kB inhibitor project, cell-based, uHTS, fluorescence assay plates | hit rate 0.36% among 360,000 | AID 602141, 2011 | KKLEB CF airway cells viability, ATPlite luminescence, overnight; active compounds read low; cells stimulated with P. aeruginosa culture filtrate | activity change (cytotoxicity), % at 5 µM;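 active = corrected activity change at or below -50% at 5 µM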
CF NFkB block: inhibitors of PAF-induced NF-kB signaling, primary screen, cell-based, GFP fluorescence, uHTS. inhibition, % at 5 µM. hit rate 0.86% among 360,000. KKLEB NF-kB-GFP reporter, GFP fluorescence overnight;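 active = at least 50% inhibition at 5 µM, scaled per plate between neutral and stimulator controls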;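 also: PAF is a Pseudomonas aeruginosa culture filtrate used as stimulus; plate controls were PAF-stimulated DMSO wells for no effect and unstimulated DMSO wells for full effect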
TRAIL sens C8: viability loss with TRAIL in NB7+C8 cells, primary screen, TRAIL sensitizer project, cell-based, ATPlite luminescence; inhibition (viability loss, TRAIL sensitization), % at 10 µM; hit rate 1% among 360,000; AID 624354, 2012;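 active = compounds causing at least 50% loss of cell viability in the single-dose screen, relative to plate controls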
iPSC survival up: enhancers of single-cell hiPSC survival, primary screen, ATPlite luminescence. 100% = ROCK inhibitor wells, 0% = DMSO. survival enhancement, % at 20 µM. hit rate 0.044% among 360,000. AID 602274, 2012; in the data active = survival enhancement above about 18%;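 also: cells exposed to compounds for 16 hours before the ATP read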
NR2E3 ag-2: inhibitors of NR2E3-RetCOR corepressor binding, primary screen, NR2E3 agonist project, biochemical, TR-FRET, GST-NR2E3, biotin-RetCOR; AID 2300, 2010; inhibition of corepressor binding, % at 4.78 µM; 1536-well; Photoreceptor-specific nuclear receptor (Homo sapiens), Q9Y5X4; hit rate 0.12% among 320,000;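 active = percent inhibition above the cutoff of mean plus 3 SD of all tested compounds, set per screening campaign, cut at about 20% in these data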;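 also: 0% = DMSO wells and 100% = biotin wells as full block of FRET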
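system = GST-tagged NR2E3 plus biotinylated RetCOR corepressor | input = 1.35 nM GST-NR2E3 | also added = 7 nM biotin-RetCOR | schedule = 5 h incubation at 4 °C | measured by = TR-FRET with europium anti-GST and streptavidin-D2, 340 nm excitation | read-out = percent loss of FRET ratio relative to control wells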
Shn3 inh set2: reduction of Shn3 3'UTR firefly luciferase signal, primary screen, Schnurri-3 inhibitor project, cell-based, Clone20 osteoblasts, set 2; Clone20 osteoblast Shn3 3'UTR firefly luciferase, 24 h; hit rate 0.52% among 360,000; inhibition, % at 12.5 µM; AID 588674, 2011;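 active = mean inhibition of at least 75% with every replicate also reaching 75%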;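 also: 0% = median of neutral control wells and 100% = pilot-screen positive control compound; some compounds past the cut are filed as inactive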
EBV LMP1 NFkB: EBV LMP1-driven NF-kappaB luciferase reporter inhibitors, primary screen, cell-based, luminescence, single point. LMP1-induced NF-kappaB luciferase reporter cells. inhibition, % at 12.5 µM. hit rate 0.69% among 350,000. AID 504558, 2011; in the data active = inhibition above about 41%;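 also: 0% = neutral control wells and 100% = reference inhibitor control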
* marks the source's active call; other numbers are inactive results; · = no result given. Not all compounds are listed, so the mix of outcomes need not match the whole.

Under each structure: TRPM1 prom inh, HIF-2a block, Peg3 promoter, NR2E3 ag-1, KKLEB cytotox, CF NFkB block, TRAIL sens C8, iPSC survival up, NR2E3 ag-2, Shn3 inh set2, EBV LMP1 NFkB
- CCn1c2ccccc2c2nc3ccccc3nc21
 : -5, -104, -59, -8, 1, -94, 27, -1.2, -2, -2, -30
- Cc1ccccc1NC(=O)CCC(=O)OCC(=O)c1ccc(-c2ccccc2)cc1
 : 6, 9, 1, -5, -6, -4, -11, 8.2, -1, -19, -2
- CC(=O)N1CCN(c2ccccc2NC(=O)c2ccc(-c3cccc([N+](=O)[O-])c3)o2)CC1
 : -17, -9, 19, -7, -14, -113, 13, -0.6, 3, 15, -18
- O=C(COC(=O)c1cccc(O)c1)Nc1ccc(OC(F)F)cc1
 : 5, 2, 0, -5, -3, 12, -22, -0.4, -3, -23, -1
- Cc1ccc(CN2CC(N3CCCC3)CS2(=O)=O)cc1 (centres undefined)
 : ·, 9, 9, 16, -23, -2, -12, 1.4, ·, -15, ·
- Cn1ncc(N)c1C(=O)Nc1cccc(C(F)(F)F)c1
 : -7, -12, -21, -5, -1, -2, 0, -0.8, -1, 0, -2
- CCc1ccc(NC(=O)c2ccc3c(=O)n4c(nc3c2)CCCCC4)cc1
 : -23, -154, -79, 4, 10, -8, 0, -0.7, 6, 0, 8
- CCCCCCN1C[C@H](n2cc(C3CC3)nn2)[C@@H](O)C[C@@H]1c1ccc(Cl)cc1
 : ·, -51, -3, -16, -7, 21, -4, -2.2, ·, 4, 6
- CCOP(=O)(OCC)C(Nc1cccc([N+](=O)[O-])c1)c1ccccc1 (centres undefined)
 : -5, 10, 4, 1, -8, -2, 3, -0.3, -3, 8, -1
- O=C(Nc1nc2c(F)cc(F)cc2s1)c1ccccn1
 : 65*, -144, 75*, -176, -21, -28, 71*, -0.9, -2, 88*, 44*
- CCOc1ccccc1-c1nnc(SCC(=O)NC2(C#N)CCCC2)o1
 : 30, -4, -10, -12, -10, 9, -11, -2.9, -2, -20, -13
- Cc1ccccc1N1CCN(CCN2C(=O)CC(=C3c4ccccc4-c4ccccc43)C2=O)CC1
 : 5, 13, 21, -1, -6, 5, -12, -2.4, -2, -4, 6
- CCOc1ccccc1C(=O)NCC(=O)NCCCc1ccccc1
 : -4, 4, -3, -12, 6, -14, 6, 0.1, 2, -30, -5
- CCN(C(=O)CSc1nc2ccc(Cl)cc2[nH]1)C1CCS(=O)(=O)C1 (centres undefined)
 : 1, 7, 13, 1, 2, 1, -5, -0.5, ·, -11, -4
- COc1ccccc1C(=O)N/C(N)=N/c1nc2ccccc2o1
 : -26, -240, -206, -130, 8, -24, -5, -1.0, 2, -19, -37
- O=C(CO/N=C/c1ccc(OC(F)F)cc1)NCc1ccc(F)cc1
 : 7, 18, 6, 5, 3, 16, -1, -0.4, -2, 1, -2
- CN1CCN(C(=O)c2cc(-c3ccco3)on2)CC1
 : -19, -153, -197, -22, 8, -9, 3, 2.2, 5, -22, -5
- [O-]/C(=C(\C(=S)NCc1ccc2c(c1)OCO2)[n+]1ccccc1)c1ccc(Cl)s1
 : -6, -15, 30, 0, 2, 1, -5, 0.7, 2, -12, 2
- Cc1ccccc1C(=O)NC(CC(C)C)C(=O)OCC(=O)c1c(N)n(C)c(=O)n(C)c1=O (centres undefined)
 : -13, 11, -13, -2, 6, 2, -5, 4.5, -3, 8, 1
- CCOC(=O)N1CCN(C(=S)Nc2ccccc2C(C)C)CC1
 : -3, 18, 1, -17, 7, 12, -7, 0.9, 2, 3, -3

Following part:
canonical_smiles,TRPM1 prom inh,HIF-2a block,Peg3 promoter,NR2E3 ag-1,KKLEB cytotox,CF NFkB block,TRAIL sens C8,iPSC survival up,NR2E3 ag-2,Shn3 inh set2,EBV LMP1 NFkB
CCN(CC)CCNCC(=O)N1c2ccccc2CCc2ccc(NC(=O)OC)cc21,5,9,0,-16,1,-14,-5,-0.4,4,0,7
COc1ccc(NC(=S)N2CCC(c3ccccc3)C2)cc1 (centres undefined),-107,-250,-324,-67,-5,-10,5,0.0,-1,-82,-11
CCOC(=O)N1CCC(N2CCN(Cc3ccc(F)c(F)c3)C(CCO)C2)CC1 (centres undefined),11,11,7,4,6,-1,0,-3.5,3,1,6
CCCC(=O)c1cc2ccccc2oc1=O,-9,5,4,-13,5,-4,-6,-1.5,4,-4,4
CC1CCC(C(=O)NC(C(=O)Nc2ccccn2)C(C)C)CC1 (centres undefined),5,16,9,-8,10,-14,5,-0.3,1,12,1
COC(=O)CSc1nnc(-c2ccoc2C)n1-c1ccc(OC)cc1,5,2,6,12,-2,10,0,-0.9,1,0,-1
O=C1Nc2ccccc2OC1CC(=O)N1CCCC1 (centres undefined),0,5,-4,2,-8,-17,-23,0.3,2,-4,0
COc1cccc2sc3cc(NCCCN4CCOCC4)ccc3c(=O)c12,-58,-95,-75,7,13,-48,21,-0.4,·,-27,-3
COc1ccc(CN2CC(C(N)=O)Oc3ccccc32)cc1F (centres undefined),2,12,5,13,-1,0,1,-0.1,2,9,-2
Cc1cc(OCC(=O)OCC(=O)N(C)c2c(N)n(Cc3ccccc3)c(=O)[nH]c2=O)ccc1Cl,1,17,7,-28,17,1,-19,-0.4,-1,4,-7
Cc1ccc(C)c(S(=O)(=O)N2CCCC2CNC(=O)c2ccc([N+](=O)[O-])cc2)c1 (centres undefined),1,10,11,13,-22,-6,12,0.1,0,14,9
CC(=O)N1c2ccc(S(=O)(=O)N3CCOCC3)cc2CC1C (centres undefined),1,17,8,0,-4,10,-29,0.3,-2,-16,-11
COc1ccc(C2(C(=O)Nc3ccc(C)c(C)c3)CCOCC2)cc1,4,2,6,12,-3,5,8,0.0,4,-7,0
Cc1cc(C)c2c(c1)/C(=N/NC(=S)Nc1ccc(F)cc1)CCC2,14,-14,30,-27,1,-3,17,-5.0,2,16,-7
COc1ccc(Cl)cc1C(=O)NCC#N,-1,6,2,-27,7,7,-14,-2.0,0,19,18
O=c1cc(CO)oc(CN2CCN(c3cccc(C(F)(F)F)c3)CC2)c1O,-3,22,11,-19,10,-9,-2,0.5,2,14,3
CC(C)C1C(=O)N(Cc2cn(Cc3ccco3)nn2)CCS(=O)(=O)N1Cc1ccc(-c2ccccc2)cc1 (centres undefined),·,-19,-8,-38,5,32,24,-3.3,·,29,4
O=C1[C@@H]2Cc3c([nH]c4ccccc34)C(c3ccccc3)N2C(=O)CN1C1CC1 (some centres undefined),7,30,21,-4,0,-3,-11,-0.6,2,23,1
O=C1CN(C(=O)COC(=O)c2ccccc2NC(=O)c2ccco2)c2ccccc2N1,2,6,9,-4,-2,10,-7,0.2,4,61,-5
COc1ccccc1N(O)C1CC(=O)N(c2ccc(Br)cc2)C1=O (centres undefined),-13,-48,-23,-51,2,-8,4,3.7,-3,-34,-3
CC(C)CC(=O)N1CCC(N(CCc2ccccc2)Cc2ccccc2)CC1,-3,12,7,-22,9,12,13,-0.4,2,24,-1
CCCCc1ccc(NS(=O)(=O)N(C)C)cc1,-7,-24,-15,-4,-18,-5,-5,7.4,2,-5,12
OCC[C@@H]1C[C@H](O)[C@@H](O)[C@]2(OCCc3cc(Cl)ccc32)O1,·,10,-9,-13,11,-21,27,2.0,·,-6,·
O=C(NC1=NCCS1)c1ccccc1,-5,-66,-39,-9,10,-17,25,-0.2,3,-4,-5
COc1ccc(OCCNS(=O)(=O)c2ccccc2)cc1,2,-19,-10,43,5,0,-8,-1.8,-2,-11,-10
COc1cccc(N2CCN(C(=O)Nc3ccc4c(c3)NC(=O)CO4)CC2)c1,-1,14,6,4,-5,-5,-3,0.7,-8,7,-8
C[C@H](NC(=O)OCc1ccccc1)c1nnc([C@H](Cc2ccccc2)NC(=O)OC(C)(C)C)o1,-5,14,-1,-12,-24,17,-6,1.5,-2,12,-1
COC(=O)C1CCN(C(=O)c2cc(S(=O)(=O)N3CCCCC3)ccc2Cl)CC1,-1,10,3,3,19,-13,2,-0.5,7,-1,-4
CCCCCC(=O)N1C[C@@H](O)[C@H](n2cc(COC(=O)c3ccccc3)nn2)C[C@@H]1c1ccc(Cl)cc1,·,3,10,-25,-2,-12,18,4.6,·,9,1
CCOc1ccc2nc(NC(=O)c3c([N+](=O)[O-])cnn3CC)sc2c1,1,10,11,-13,15,-13,-3,7.2,1,-2,-3

Quoted at random: five records from the list, in no set order.
canonical_smiles,TRPM1 prom inh,HIF-2a block,Peg3 promoter,NR2E3 ag-1,KKLEB cytotox,CF NFkB block,TRAIL sens C8,iPSC survival up,NR2E3 ag-2,Shn3 inh set2,EBV LMP1 NFkB
O=C(COC(=O)c1cccc(O)c1)Nc1ccc(OC(F)F)cc1,5,2,0,-5,-3,12,-22,-0.4,-3,-23,-1
O=C(NC1=NCCS1)c1ccccc1,-5,-66,-39,-9,10,-17,25,-0.2,3,-4,-5
COc1ccc(C2(C(=O)Nc3ccc(C)c(C)c3)CCOCC2)cc1,4,2,6,12,-3,5,8,0.0,4,-7,0
C[C@H](NC(=O)OCc1ccccc1)c1nnc([C@H](Cc2ccccc2)NC(=O)OC(C)(C)C)o1,-5,14,-1,-12,-24,17,-6,1.5,-2,12,-1
O=C(CO/N=C/c1ccc(OC(F)F)cc1)NCc1ccc(F)cc1,7,18,6,5,3,16,-1,-0.4,-2,1,-2
